ALDH1A1 block = ALDH1A1 (human) enzyme inhibition. 220,000 compounds, 7.3% hits. AID 1030. Potency, µM (highest dose often 75.3 µM), for inactives: top-dose activity, negative = inhibition, actives largely listed as inhibitors. P00352. Purified ALDH1A1, NADH fluorescence, propionaldehyde substrate; active = well fitted inhibition curve with a large enough effect, not every such curve was filed as active; inconclusive = small, poorly fitted or top-dose-only effect, or another doubt; inactive = no such curve, though single readings can be large or run the other way;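 note: plate controls were no enzyme wells and a reference inhibitor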
TR SRC2 fluor cs = counter-screen for TRb-SRC2 inhibitors: fluorescence interference; TRb/SRC2 Texas Red total fluorescence interference; Potency, µM (top dose mostly 106 µM), inactives show at the top dose fluorescence change, negative = quenching; 280,000 compounds, 0.29% hits; AID 1479; active = well fitted curve in either direction with a large enough effect; inconclusive = small, poorly fitted or top-dose-only effect; note: % is set by controls: 0 for no effect and ±100 for the full control effect
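Human TRβ ligand-binding domain (0.6 uM) and Texas Red SRC2 peptide (20 nM) in Tris buffer with 1 uM T3 and 5% DMSO were incubated with pinned compound for 5 hr at ambient temperature. Total fluorescence was computed as S + 2P (555/632 nm).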
GoLoco inh red = RGS12 GoLoco-Gai1 interaction inhibition; P63096; Gai1:RGS12 GoLoco peptide FP, rhodamine, 10 min; Potency, µM (highest dose often 61.6 µM), inactives show top-dose activity, negative = inhibition, actives largely listed as inhibitors; 230,000 compounds, 0.44% hits; active = well fitted inhibition curve with a large enough effect, not every such curve was filed as active; inactive = no such curve, though single readings can be large or run the other way; note: % is set by controls: 0 for no effect and ±100 for the full control effect; nearly all actives have a fitted effect of over 30% in size; many of its hits are not listed in these tables
Target sequence (P63096 whole entry, looked up): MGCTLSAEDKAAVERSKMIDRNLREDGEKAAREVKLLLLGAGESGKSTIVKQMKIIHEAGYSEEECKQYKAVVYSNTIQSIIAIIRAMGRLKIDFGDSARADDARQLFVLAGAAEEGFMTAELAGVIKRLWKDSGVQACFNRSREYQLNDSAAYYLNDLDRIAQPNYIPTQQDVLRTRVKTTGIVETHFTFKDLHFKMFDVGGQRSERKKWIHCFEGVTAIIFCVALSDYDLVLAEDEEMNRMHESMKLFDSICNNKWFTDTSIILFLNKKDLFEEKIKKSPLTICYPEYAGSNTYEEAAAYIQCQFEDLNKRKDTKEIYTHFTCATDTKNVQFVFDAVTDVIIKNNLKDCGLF
RECQ1 inh = blocks DNA unwinding by human RECQ1; AID 2549; RECQ1 DNA unwinding, red fluorescence kinetic read; 240,000 compounds, 0.54% hits; Potency, µM (top dose mostly 57.3 µM), inactives show at the top dose activity, negative = inhibition, usual class: inhibitors; P46063;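 note: plate controls were vehicle for no effect and no enzyme for full effect; nearly all actives have a fitted effect of over 30% in size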
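RECQ1T1 50 nM; forked duplex (20 bp + 30-nt ss tails) 200 nM, ATP 2 mM final; pH 8.0, 2 mM MgCl2, 2.5 ug/ml poly(dI-dC); 15 min compound preincubation; discontinuous kinetic read over 2 h at RT.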
LMNA splice mod = changes lamin A minigene splicing in HeLa cells. 200,000 compounds, 0.01% hits. Potency, µM (titrated, usually from 46.1 µM), without a hit: at the top dose ratio change, negative = inhibition, usual class: inhibitors. AID 1487. HeLa LMNA splicing GFP/RFP minigene ratio, 48 h; active = well fitted inhibition curve with a large enough effect in the signal ratio, with a control signal flat, not every such curve was filed as active; inconclusive = small, poorly fitted or top-dose-only effect, or effect the other way, or a change in a side signal; the % refers to the signal ratio; note: % is set by controls: 0 for no effect and ±100 for the full control effect
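S3 HeLa stable clones carrying a lamin A-EGFP splicing minigene plus DsRed2 were seeded at 600 cells/well in Opti-MEM with 2% FBS, pin-dosed and incubated 48 h at 37°C. Acumen cytometry (488 nm) gave the GFP/RFP total-intensity ratio.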
TRb-SRC2 inh = TRbeta-SRC2 interaction inhibition; TRbeta-SRC2 peptide binding, fluorescence polarization; receptor liganded with 1 µM T3; P10828; Potency, µM (doses to about 106 µM), inactives show at the top dose activity change, negative = inhibition, hits mostly inhibitors; 280,000 compounds, 0.065% hits;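 note: plate controls were bound peptide for no effect and peptide without receptor for full effect; nearly all actives have a fitted effect of over 50% in size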
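Quantitative HTS by FP: 0.6 uM TRb LBD, 20 nM labeled SRC2 20-mer, 1 uM T3, 5% DMSO; 5 hr ambient incubation; % activity per concentration and potencies from concentration series.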
JMJD2E inh = JMJD2E (human) inhibition; Potency, µM (top dose mostly 57.1 µM), without a hit: at the highest dose activity change, negative = inhibition, actives largely listed as inhibitors; 230,000 compounds, 1.6% hits; B2RXH2; JMJD2E catalytic domain, FDH-coupled NADH fluorescence (FDH is formaldehyde dehydrogenase); active = well fitted inhibition curve with a large enough effect, not every such curve was filed as active; inconclusive = small, poorly fitted or top-dose-only effect, or another doubt; inactive = no such curve, though single readings can be large or run the other way;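 note: 0% = wells with enzyme and -100% = buffer wells without enzyme; nearly all actives have a fitted effect of over 50% in size; many of its hits are not listed in these tables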
Target sequence (B2RXH2 1-337 limits assumed): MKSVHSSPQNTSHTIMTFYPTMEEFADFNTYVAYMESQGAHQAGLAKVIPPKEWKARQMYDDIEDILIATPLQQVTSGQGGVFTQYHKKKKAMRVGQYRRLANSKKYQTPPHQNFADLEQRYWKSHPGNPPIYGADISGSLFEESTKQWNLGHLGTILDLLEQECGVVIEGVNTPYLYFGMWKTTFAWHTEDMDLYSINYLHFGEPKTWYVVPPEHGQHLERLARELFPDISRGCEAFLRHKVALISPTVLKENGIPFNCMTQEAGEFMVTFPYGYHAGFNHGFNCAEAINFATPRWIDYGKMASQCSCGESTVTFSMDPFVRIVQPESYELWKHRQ
SMN2 splice up = increases expression of the SMN2 splice variant; HEK293 SMN2-luciferase splicing reporter, luminescence, 30-36 h; Potency, µM (top dose mostly 46.1 µM), for the others: at the top dose activity change, positive = activation, hits mostly activators; 210,000 compounds, 2.8% hits; note: % of control where 0% means no effect; nearly all actives have a fitted effect of over 55% in size
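HEK293 cells carry an SMN2 […]–luciferase reporter in which exon 7 inclusion puts luciferase in frame. Cells were plated 10-12 h before compound addition, then incubated 30-36 h at 37C. ONE-Glo luminescence was read; sodium butyrate at 4.5 mM final served as control.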
An asterisk follows results filed as active; i = inactive; ? = inconclusive; . = not tested or not shown; & = joins results of further samples; [ ] = dose if it differs, or a comment. Unless noted, calls come from the whole dose curve; as a rule, active = well fitted curve in the direction sought with a large enough effect; inconclusive = small, poorly fitted or top-dose-only effect, or another doubt; inactive = no such curve, though single readings can be large; an effect the other way counts as inactive or inconclusive. Potency is the fitted concentration of half-maximal effect.

Below each compound – RECQ1 inh	LMNA splice mod	ALDH1A1 block	JMJD2E inh	GoLoco inh red	SMN2 splice up	TRb-SRC2 inh	TR SRC2 fluor cs
#1 CCN(CC)C(=S)SC1CCCCN(C(=O)c2ccccc2)C1=O (configuration not stated)
 : -3%	.	?	-5%	0%	.	-2%	-1%
#2 COc1ccc(NCC(=O)n2c(C)c(C)c3ccccc32)cc1
 : -8%	.	7.9µM*	-20%	3%	.	-2%	0%
#3 CCN(CC)S(=O)(=O)c1ccc(-c2nnc(SCC(C)=O)o2)cc1
 : -13%	-2%	?	-3%	10%	-3%	-5%	-6%
#4 Cc1ccc(C(CC(=O)O)Nc2nc(N3CCCCC3)nc(N3CCCCC3)n2)cc1 (configuration not stated)
 : 1%	?	25µM*	?	-10%	-10%	-11%	-2%
#5 CCOc1ccc(C(=O)CSc2nnc3ccccn23)cc1
 : -8%	10%	6%	1%	6%	-2%	-1%	-3%
#6 CCOc1ccc(-n2c(SCC(=O)Nc3cc(C)on3)nc3c([nH]c4ccccc43)c2=O)cc1
 : -13%	-4%	13%	-4%	14%	5%	-1%&2%	-4%&-1%
#7 CCC(=O)Nc1cccc(Oc2nc(C)cc(C)c2C#N)c1
 : -3%	0%	-9%	0%	0%	5%	0%	2%
#8 O=C1/C(=C\c2ccncc2)SC(=S)N1C1CCCCC1
 : -7%	-3%	?	0%	4%	-11%	-5%	0%
#9 CC(C)c1ccc(CNc2cc(N3CCCC3)ccc2[N+](=O)[O-])cc1
 : -13%	7%	-2%	-2%	-2%	-16%	-3%	0%
#10 COc1ccc([N+](=O)[O-])cc1NC(=O)C(C)N1CCN(C(=O)c2ccco2)CC1 (configuration not stated)
 : -4%	.	1.3µM*	-3%	3%	20%	-2%	-2%
#11 CCCn1c(N)c(C(=S)NC(=O)C2CC2)c(=O)n(C)c1=O
 : -13%	-9%	-8%	-4%	7%	-2%	-3%	-1%
#12 Cn1c(Cn2c(=O)sc3ccccc32)nnc1SCC(=O)Nc1ccccc1
 : -5%	-11%	2%	1%	-2%	11%	4%	-3%
#13 CC(C)C1Cc2c(sc3c2c(=O)n(Cc2ccccc2)c2nncn32)CO1 (configuration not stated)
 : -8%	20%	2%	2%	15%	-1%	-3%	-11%
#14 O=C(COc1ccc(C(=S)N2CCOCC2)cc1)N1CCCC1
 : -9%	-2%	-9%	8%	3%	?	-3%	-6%
#15 COc1ccc(N2CC(C)Cn3c2nc2c3c(=O)[nH]c(=O)n2C)cc1 (configuration not stated)
 : -3%	-3%	10%	0%	5%	4%	3%	0%
#16 C=COCCNC(=O)C(=O)NC(C)C
 : -1%	3%	11%	9%	-4%	-8%	-3%	-5%
#17 O=C(NC1CCc2ccccc21)c1cc(COc2ccc(F)cc2F)on1 (configuration not stated)
 : -19%	?	?	0%	-1%	.	1%	0%
#18 O=C(O)c1cccnc1SC1CC(=O)N(c2cccc(C(F)(F)F)c2)C1=O (configuration not stated)
 : -12%	-9%	13µM*	1%	13%	2%	-3%	-3%
#19 CN(C)c1ccnc2sc3c(NCC(O)CO)ncnc3c12 (configuration not stated)
 : -1%	-17%	?	?	3%	-2%	-16%	-4%
#20 Cc1ccc(CN2CCSCC2)c(C)c1
 : 1%	0%	-6%	7%	-5%	11%	0%	-2%
#21 O=C(NN1C(=O)/C(=C/c2cccs2)SC1=S)c1ccncc1
 : 0%	.	.	-5%	3%	.	-5%	-2%
#22 Cc1cc(O)ccc1NC(=O)CCN1C(=O)c2ccc([N+](=O)[O-])cc2C1=O
 : 5%	7%	11µM*	-1%	-27%	22%	1%	-1%
#23 COc1ccc(-c2csc(NC(=O)c3ccc(OCC(=O)N4CCOCC4)c(OC)c3)n2)cc1OC
 : 8%	?	?	3%	12%	-71%[inhibitor]	-3%	0%
#24 CC(C)C[C@H](NC(=O)NC1CCCc2ccccc21)C(=O)O (some centres not stated)
 : -13%	.	19%	1%	6%	.	-6%	-1%
#25 O=C(c1ccccc1)c1cc2c(cc1[N+](=O)[O-])OCCO2
 : -8%	2%[46 µM]	?	2%	8%	.	0%	-2%
#26 COc1ccc(-c2nnc(SCC(=O)N3CCCC(C)C3)o2)c(OC)c1 (configuration not stated)
 : -10%	-4%	?	1%	-4%	1%	-12%	2%
#27 N#C/C(=C\c1ccc(Br)s1)C(=O)N1CCN(c2ccccc2)CC1
 : -9%	?	-7%	4%	20%	5%	-2%	-6%
#28 CC(c1ccccc1)N1C(=O)C2C3CCC(C3)C2C1=O (configuration not stated)
 : -6%	-12%	?	3%	-5%	-19%[1.84 µM]	0%	-3%
#29 COc1cc2c(cc1OC)C(c1ccc(-c3ccc(Cl)cc3Cl)o1)=NCC2
 : i	?	1%	-2%	11%	-20%	2%	1%
#30 Brc1cnc(N2CCOCC2)nc1N1CCCCC1
 : -10%	-1%	-12%	-5%	2%	-7%	7%	-1%
#31 O=C(CSc1nnc(-c2ccncc2)n1CCc1ccccc1)NCc1ccccc1
 : -3%	-3%	7%	11%	4%	0%	-2%	-2%
#32 CC(=O)N1c2c(cc(Br)cc2S(=O)(=O)NCc2cccnc2)CC1C (configuration not stated)
 : -9%	9%	9%	7%	9%	-8%	2%	2%
#33 O=C(Nc1ccc(N2CCN(Cc3ccccc3F)CC2)cc1)c1ccccc1[N+](=O)[O-]
 : -1%	7%[46 µM]	2%	3%	11%	.	2%	0%
#34 CCC(c1nnnn1CCc1ccccc1)N(Cc1ccco1)Cc1cc2cc(C)cc(C)c2[nH]c1=O (configuration not stated)
 : i	?	?	?	16%	-13%	-3%	0%
#35 CSc1cccc(NC(=O)Nc2ccccc2C(N)=O)c1
 : -3%	.	.	?	-12%	.	4%	-2%
#36 CC(C)c1ccc(C2CC(=O)N3CN(Cc4ccco4)CSC3=C2C#N)cc1 (configuration not stated)
 : -4%	0%	14µM*	-23%	-11%	-3%	6%	-3%
#37 CCn1c(=O)cc(OCC(=O)Nc2cccnc2)c2ccccc21
 : -16%	-18%	?	?	2%	-4%	-2%	-7%
#38 CC1(C)CCC(NC(=O)[C@@H](N)CCC(=O)O)CC1
 : 0%	?	5%	2%	5%	14%	-5%	0%
#39 COc1cccc(/C=C2\SC(=O)NC2=O)c1OCc1ccc(C(=O)O)cc1
 : i	-7%[9.22 µM]	-15%	-6%	18%	6%	-6%	-1%
#40 Cc1onc(-c2c(F)cccc2Cl)c1C(=O)N[C@H]1C(=O)N2[C@H]1SC(C)(C)[C@H]2C(=O)O
 : -4%[25.9 µM]	-10%	-4%[20.9 µM]	-1%[25.5 µM]	2%[21.6 µM]	-8%[20.6 µM]	-3%[53 µM]	0%[53 µM]
#41 O=C1CN(C(=O)COC(=O)CCNS(=O)(=O)c2ccc(Cl)cc2)c2ccccc2N1
 : -4%	.	.	-13%	-3%	.	3%	0%
#42 CCN1C(=O)c2cccc3c(S(=O)(=O)NC(Cc4c[nH]c5ccccc45)C(=O)O)ccc1c23 (configuration not stated)
 : -11%	4%	2%	-5%	-8%	-34%	-11%	0%
#43 CCN(C(=O)c1cc2cc3ccc(C)cc3nc2o1)c1ccc(OC)cc1
 : -7%	-17%	?	?	2%	-35%[inhibitor]	-9%	-5%
#44 O=C(CSCc1ccc(F)cc1)Nc1ccc(F)cc1
 : i	-5%	-1%	0%	-1%	-12%	-8%	-1%
#45 O=C(CCc1nnc(CCCc2ccccc2)o1)NCC(F)(F)F
 : i	19%[46 µM]	4%	?	-4%	.	-5%	-4%
#46 COc1ccc(-c2cc(C(=O)Nc3nc4ccccc4s3)c3ccccc3n2)cc1OC
 : -7%	?	?	?	26%	-35%[inhibitor]	3%	-2%
#47 CCCCC[C@H](O)/C=C/[C@@H]1[C@@H](CC(=O)CCC(=O)O)[C@@H](O)C[C@H]1O
 : 0%	.	3%	5%	8%	5%	3%	-3%
#48 NC(=O)c1cc(N)ccc1N1CCCC1
 : -6%	-3%	-3%	?	-4%	-10%	40µM*	45µM*[fluorescent]
#49 Cc1ccccc1CN1C[C@@H]2C[C@@H](c3ccc4nsnc4c3)N3CCC[C@@]23C1=O
 : i	.	1%	-9%	6%	.	2%	2%
#50 COc1ccc(CCNC(=O)C2CCCN(Cc3nc(-c4cccc(Cl)c4)oc3C)C2)cc1OC (configuration not stated)
 : -7%	4%	5%	-2%	6%	.	-5%	-5%
#51 COc1ccc(SCCN2CCN(CC(C)C)CCC2=O)cc1
 : 9%	.	.	0%	2%	.	-3%&-1%	-1%&0%
#52 CCOC(=O)COn1c(=O)c(-c2ccc(OC)c(OC)c2)[n+]([O-])c2ccccc21
 : i	-10%	35µM*	2%	-23%	2%	-2%	-9%
#53 CC(=O)n1c(C=Nc2ccc(Cl)cc2)c(O)c2ccccc21
 : -10%	.	.	?	-37%	.	5%	-3%
#54 Cc1cc(NC2C3CC4CC(C3)CC2C4)n2ncnc2n1 (configuration not stated)
 : -6%	-10%	-13%	-5%	5%	-15%	2%	0%
#55 CCS(=O)(=O)c1ccc2oc(Nc3ccc(C(C)(C)C)cc3)nc2c1
 : -11%	.	-7%	-9%	6%	-18%	-1%	-5%
#56 CSc1ccc(C2C(C#N)=C(N)N(c3ccccc3)C3=C2C(=O)CCC3)cc1 (configuration not stated)
 : -12%	12%	?	?	15%	26%	2%	-2%
#57 Cn1c(=O)[nH]c(=O)c2c1nc(N1CCNCC1)n2Cc1cccc2ccccc12
 : i	12%	-4%	2%	2%	13%	-10%	1%
#58 CCCCNC(=O)CN1CCC2(O)CCCCC2C1c1ccccc1OC (configuration not stated)
 : -6%	7%	?	12%	8%	14%	2%	0%

Screening data as filed in PubChem.

The list is partial; count on the stated rates, not on these rows.
